GPR55 antagonists – GPR55 antagonists blocking LPI-driven arrestin recruitment, primary screen, imaging, U2OS, beta-arrestin-GFP, LPI agonist (AID 2013); U2OS GPR55 beta-arrestin-GFP translocation imaging, LPI antagonism; higher % means a stronger effect; inhibition, % at 10 µM, or IC50 in µM where a hit was titrated; 290,000 tested, 0.13% active; G-protein coupled receptor 55 (Homo sapiens);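 active means spots per cell inhibited over 60%, with over 100 cells counted and total cytoplasm intensity under 500,000; inconclusive means wells with under 100 cells, flagged as likely toxic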;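 further: U2OS cells stably carrying GPR55 and arrestin-GFP stimulated by 5 µM LPI near EC80; imaged beta-arrestin-GFP aggregate spots per cell after agonist stimulation; plate controls were LPI-stimulated DMSO wells for no effect and DMSO wells without LPI for full effect; some results filed as inactive read as strong as hits; confirmed hits need IC50 under 10 µM and bright autofluorescent wells are also inconclusive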
Large T inhibition – SV40 large T antigen inhibitors, biochemical (AID 1903); SV40 large T antigen ATPase/helicase inhibition assay; higher % means a stronger effect; one-dose inhibition, % at 20 µM; IC50 in µM for titrated hits; 310,000 tested, 0.39% active; in the data active means a potency from the dose series; inconclusive means inhibition mostly from about 32% at the one dose, without a potency; inactive means the rest, 99 in 100 with inhibition below about 32%; further: strong numbers were not always called active
RSV antiviral HEp-2 – RSV antiviral activity via CPE protection, HEp-2 cells, primary 10 µM value included (AID 2391); HEp-2 cells, RSV-induced CPE inhibition; higher % means a stronger effect; one-dose CPE inhibition, % at 10 µM; IC50 in µM for titrated hits; 310,000 tested, 0.13% active; in the data active means a potency from the dose series; inconclusive means CPE inhibition mostly from about 23% at the one dose, without a potency; inactive means the rest, 99 in 100 with CPE inhibition below about 21%; further: strong numbers were not always called active
UTI89 phage lysis – inhibition of K1F phage lysis, E. coli UTI89, bacterial capsule biogenesis inhibitors, alamar blue (AID 488966) | E. coli UTI89 K1F phage lysis, alamar blue, 2 h; higher % means a stronger effect | 340,000 tested, 0.02% active | inhibition, % at 100 µM; hits with a dose series show IC50 in µM;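 active means phage lysis inhibition, versus mean bacterial control, above a set limit; inconclusive means no clear call, values can overlap the other calls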;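 further: capsule biogenesis inhibitors block K1F phage lysis so surviving cells raise fluorescence; higher fluorescence means more inhibition of phage lysis; actives were called in the ten point dose series up to 300 µM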
PhoP inhibition – inhibitors of PhoP regulon expression, primary screen, Salmonella Typhimurium, GFP reporter (AID 1863); 300,000 tested, 0.16% active; S. Typhimurium PhoP-regulated promoter GFP reporter, 4 h; higher % means a stronger effect; one-dose inhibition, % at 50 µM; IC50 in µM for titrated hits;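 active means inhibition over 29.93%, a cutoff 3 SD above the screen mean, later confirmed by dose response; inconclusive means inhibition over 29.93% but no dose response follow-up; inactive means inhibition at most 29.93% or unconfirmed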;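 further: 0% = low Mg2+ inducing control and 100% = high Mg2+ repressing control; strong numbers were not always called active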
GPR35 antagonists – GPR35 antagonists blocking zaprinast-driven arrestin recruitment, primary screen, imaging, U2OS, beta-arrestin-GFP, zaprinast agonist (AID 2058) | inhibition, % at 10 µM, or IC50 in µM where a hit was titrated | 290,000 tested, 0.052% active | G-protein coupled receptor 35 (Homo sapiens) | U2OS GPR35 beta-arrestin-GFP translocation imaging, zaprinast antagonism; higher % means a stronger effect;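 active means inhibition of at least 50% with at least 30 cells and total cytoplasm GFP at most 10,000,000; inconclusive means under 30 cells or total GFP of 10,000,000 plus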
HIV fusion peptide – inhibitors of HIV fusion peptide binding, primary screen, biochemical, uHTS, fluorescence dequenching (AID 1986) | 290,000 tested, 0.3% active | cell-free peptide binding, fluorescence dequenching, 30 min; higher % means a stronger effect | inhibition, % at 20 µM; hits with a dose series show IC50 in µM; in the data active means inhibition mostly above about 52%, no sharp cut-off; inactive means mostly below about 76%; further: some results filed as inactive read as strong as hits
MgcRacGAP inhibition – MgcRacGAP GTPase-activating activity inhibitors, confirmation, biochemical, ADP Hunter fluorescence; Rac GTPase-activating protein 1 (Homo sapiens); MgcRacGAP-stimulated Rac1 GTP hydrolysis, ADP Hunter fluorescence; higher % means a stronger effect; GST-tagged Rac1 F28L mutant substrate; inhibition, % at 30 µM; hits with a dose series show IC50 in µM; 340,000 tested, 0.6% active; AID 624330, 2012;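 active means first-screen hits whose inhibition reached a set limit at any dose in the follow-up dose series; inconclusive means inhibition above the set first-screen limit but never retested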;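 further: fluorescence reports GDP produced by GAP-driven GTP hydrolysis; strong numbers were not always called active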
Dengue-2 NS5 capping – Dengue-2 NS5 methyltransferase inhibitors, primary screen, biochemical, confirmation dose response (AID 588689). Dengue-2 NS5 methyltransferase capping enzyme assay, biochemical; higher % means a stronger effect. 340,000 tested, 0.3% active. one-dose inhibition, % at 25 µM; IC50 in µM for titrated hits; in the data active means a potency from the dose series; inconclusive means inhibition above about 29% without an active follow-up result
Dengue-2 NS5 capping pilot replicate – also measured in Dengue-2 NS5 capping; calls as there; inhibition, %; measured here: pilot screen replicate inhibition
Numbers without * were called inactive; ? = inconclusive; . = no result given; [ ] = remark or other dose.

SMILES | GPR55 antagonists | Large T inhibition | RSV antiviral HEp-2 | UTI89 phage lysis | PhoP inhibition | GPR35 antagonists | HIV fusion peptide | MgcRacGAP inhibition | Dengue-2 NS5 capping | others
N=c1c(C(=O)NC2CCCCC2)cc2c(=O)n3ccccc3nc2n1Cc1ccc(F)cc1 | 0% | 2% | 1.4% | -0.1% | -18% | -3% | -1.8% | -9% | ?
CCOc1cccc(CN2CCC(n3nccc3NC(=O)c3ccc4c(c3)OCO4)CC2)c1 | 12% | 9% | 2.0% | 0.0%[50 µM] | 13% | 6% | -0.3% | -1% | -5%
C/C(=N\Nc1nc2ccccc2[nH]1)c1cc2ccccc2o1 | 14% | 18% | 1.0% | 11%[50 µM] | 13% | -9% | -2.6% | ? | -5%
CCCn1c(Nc2ccccc2)nc2ccccc21 | 21% | -12% | 0.7% | 0.7% | 0% | -9% | 1.0% | 9% | 0%
Cc1ccc(Cn2c(C(C)Nc3nc(-c4ccc(F)cc4)cs3)nc3cc(C(=O)NCCCO)ccc32)cc1 (centres undefined) | . | 19% | -0.9% | 0.5% | 12% | . | . | 12% | -9%
CCc1nnc(NS(=O)(=O)c2ccc(Nc3ccc4nonc4c3[N+](=O)[O-])cc2)s1 | 4% | 17% | -1.5% | -0.3% | -1% | -18% | 0.8% | 9% | 6%
CC(C)C(c1nnnn1Cc1ccc(F)cc1)N1CCN(c2ccc(O)cc2)CC1 (centres undefined) | 9% | ? | -1.7% | . | 1% | 3% | -0.2% | . | .
Cn1nc(C(C)(C)C)cc1C(=O)Sc1cccc(Br)c1 | 8% | 20% | -0.5% | -0.5% | 4% | -6% | -0.6% | 27% | -9%
COc1ccc(-c2[nH]c(-c3ccc(C)cc3)nc2SCC(=O)Nc2nccs2)cc1 | 7% | -1% | 1.2% | 9.9% | 15% | -8% | 1.3% | 22% | 1%
COc1cc(C(=O)NCCOc2cccc3cccnc23)cc(OC)c1OC | -22% | -6% | 0.2% | -0.1% | -2% | -6% | -1.9% | -1% | 2%
C=CCN1C(=O)C(CC(=O)Nc2ccccc2)SC1=Nc1c(C)n(C)n(-c2ccccc2)c1=O (centres undefined) | -2% | 7% | 0.9% | 0.1% | -1% | -1% | -3.1% | -4% | -4%
Cc1ccc(S(=O)(=O)N2CCN(C(=O)COC(=O)c3c(C)cc(C)cc3C)CC2)c(C)c1 | . | 9% | ? | 0.3%[50 µM] | -6% | . | . | 2% | -2%
CN(C)S(=O)(=O)c1ccc(Cl)c(NC(=O)CN2CCC(Cc3ccccc3)CC2)c1 | 9% | 1% | 16% | -0.3% | 12% | -25% | -0.2% | 6% | -13%
COc1cc(S(=O)(=O)N2CCOCC2)ccc1NC(=O)COc1ccc(N(C)S(=O)(=O)c2ccc(C)cc2)cc1 | 1% | 6% | 1.7% | -0.1% | 0% | 2% | -1.4% | 4% | 5%
c1ccc(-c2noc(-c3cccs3)n2)nc1 | 6% | -3% | 1.3% | 0.3% | 0% | 6% | -0.4% | 2% | 0%
CCOc1ncccc1C(=O)NCCc1c[nH]c2ccccc12 | -3% | 7% | 2.8% | 0.3% | -5% | -8% | 0.3% | 4% | -5%
O=C(Cc1ccc(O)cc1)NCCNC(=S)NCc1ccccc1 | -2% | 18% | -1.5% | -0.2% | -4% | 16% | -1.0% | 9% | -7%
COc1ccc(-c2nc3cc(C)ccn3c2NCc2ccc3c(c2)OCO3)cc1 | 26% | . | -0.7% | 1.8% | . | 21% | -3.2% | 11% | -3%
COc1cc(C(C(=O)NC(C)(C)C)N(C(=O)CNC(=O)c2cccs2)c2ccccc2)cc(OC)c1OC (centres undefined) | 8% | 1% | 0.2% | -0.1%[50 µM] | -3% | -4% | 1.5% | 10% | -2%
CCOC(=O)C1(Cc2cccc(OC)c2)CCN(C(C)CC(C)(C)O)CC1 (centres undefined) | -5% | 26% | 0.9% | 0.3% | -1% | 12% | -1.4% | 6% | -8%
Cc1nnsc1C(=O)N1CCN(c2cc(C(F)(F)F)ccn2)CC1 | -4% | 2% | . | -1.1% | -10% | -10% | 1.1% | 13% | -5%
Cc1cc(C)n(-c2ccc(C(C)C)cc2)c(=O)c1C#N | 10% | 6% | 2.1% | 0.3% | 3% | 5% | -0.5% | 11% | -4%
N=C1/C(=C/c2ccc(Br)o2)C(=O)N=C2SC(CC(=O)N3CCCC3)=NN12 | 9% | 58µM* | 2.1% | -0.1% | -11% | 26% | 21% | 87% | -6%
CCCCn1c(N)c(N(Cc2ccccc2OC)C(=O)C(C)C)c(=O)[nH]c1=O | -18% | -2% | 0.3% | 1.1%[50 µM] | -3% | 5% | -0.6% | 4% | 3%
COc1ccc(-c2nn(-c3ccccc3)cc2C(=O)N(C)C)cc1 | 2% | 18% | 2.5% | 0.1% | 7% | 5% | -0.2% | 3% | -5%
COc1ccc(CNC(=O)C(=O)NCCC2CCCCN2S(=O)(=O)c2ccccc2)cc1 (centres undefined) | . | 12% | -0.1% | 0.4%[50 µM] | 3% | . | . | 2% | 2%
Cc1cc(Cl)ccc1OCC(=O)Nc1ccncc1 | -8% | 4% | 0.1% | -0.5% | -4% | 1% | 0.1% | -2% | -7%
CC1(C(=O)OCC(=O)NCCNC(=O)COC(=O)C2(C)CC2(Cl)Cl)CC1(Cl)Cl (centres undefined) | -6% | 3% | 0.4% | 0.9%[50 µM] | 0% | 2% | 0.5% | 8% | -5%
Cc1cc(C)c(NC(=O)CNC(=O)COC(=O)C2CCN(c3ccc(C(F)(F)F)cn3)CC2)c(C)c1 | 3% | 16% | 0.3% | 0.0% | 0% | -5% | 1.1% | 4% | 3%
CN1CCN(C(=O)/C(=C/c2ccccc2F)NC(=O)c2ccccc2)CC1 | -2% | 10% | 1.6% | 0.3% | -4% | -1% | -0.8% | 4% | -4%
CC(C)CCNc1c(-c2cccs2)nc2ccccn12 | 8% | 31% | 3.8% | -0.7% | 2% | 0% | 1.5% | 16% | -14%
C=CCOc1ccc(-c2nc3c(c(=O)[nH]c(=O)n3Cc3ccccc3)n2CCCOC)cc1 | 10% | 14% | 1.2% | 0.3% | -2% | 6% | -1.5% | 5% | -8%
CC1(C)Cc2nc(Cl)c(C(=O)O)cc2CO1 | 16% | -4% | -0.7% | . | 2% | 10% | 1.8% | . | .
CSc1ncccc1C(=O)Nc1cccc(C)n1 | 7% | 4% | 2.1% | -0.1% | 3% | -3% | -0.1% | 7% | -3%
COc1ccccc1C(=O)Nc1onc(C)c1C#N | 4% | 12% | 0.5% | 0.5% | -7% | 19% | 1.1% | 9% | -4%
CCNC(=O)C(=O)NCC1OCCCN1S(=O)(=O)c1cccs1 (centres undefined) | 4% | 5% | 0.7% | 7.5% | -5% | -3% | 0.7% | 3% | -4%
COc1ccc(OCC(=O)N2CCN(C(=O)COc3ccccc3)CC2)cc1 | 14% | 6% | 2.6% | 1.5% | 5% | -11% | -2.1% | 1% | -13%
O=C(CCCN1C(=O)c2cccc3cccc(c23)C1=O)Nc1nccs1 | -2% | 8% | 0.6% | 0.3% | -9% | 0% | -4.6% | 10% | 2%
Cc1nnc2n(C3CCCCC3)c(=O)c3c4c(sc3n12)COC(C)(C)C4 | -6% | 5% | 3.8% | 0.3% | -1% | -2% | 22% | 6% | 2%
CCN(C(=O)C1CCN(S(=O)(=O)c2ccc3c(c2)oc(=O)n3C)CC1)c1cccc(C)c1 | -8% | 4% | 3.5% | -1.4% | 0% | -5% | -2.8% | -9% | -3%
CCn1c(C)c(C)c2cc(C(=O)N3CCN(c4cccc(C)c4C)CC3)ccc21 | -2% | 11% | ? | 0.4% | -6% | 28% | 4.1% | 1% | -18%
CCOCCCNC(=O)c1ccc2c(c1)N=C(CC)c1cc(Br)ccc1S2 | -20% | 16% | 4.5% | -0.1% | -9% | -5% | 1.5% | -1% | -1%
Cc1cc(N2CCN(c3cccc(C)c3C)CC2)nc(-c2ccccc2)n1 | 12% | 5% | 13% | 0.2%[50 µM] | -6% | 1% | 3.7% | 5% | -1%
CCOC(=O)c1ccc(Cl)c(NC(=O)c2cccnc2)c1 | 1% | 22% | -0.8% | . | -7% | -4% | -0.4% | . | .
Cc1ccc(NC(=O)C/C(N)=N/OC(=O)Nc2cccc(C)c2)cc1 | . | . | 0.2% | -0.1%[50 µM] | . | . | . | 3% | 0%
COc1ccc(C2Nc3ccccc3C(=O)N2NS(C)(=O)=O)cc1OC (centres undefined) | 9% | -1% | -0.7% | 1.3% | -4% | 3% | 0.7% | 2% | 7%
Cc1ccc(CNC(=O)c2ccc(CN3CCOCC3)cc2)cc1 | 0% | 6% | 0.5% | 0.3% | 11% | 14% | 9.6% | 5% | -2%
COc1ccc(-c2nsc3c(N4CCCC4)ncnc23)cc1 | 1% | -3% | -0.9% | 0.1% | 9% | -20% | -1.3% | 4% | 9%

Reprinted from the part before: 2 entries; new compounds follow.
SMILES | GPR55 antagonists | Large T inhibition | RSV antiviral HEp-2 | UTI89 phage lysis | PhoP inhibition | GPR35 antagonists | HIV fusion peptide | MgcRacGAP inhibition | Dengue-2 NS5 capping | others
Cc1ccc(CNC(=O)c2ccc(CN3CCOCC3)cc2)cc1 | 0% | 6% | 0.5% | 0.3% | 11% | 14% | 9.6% | 5% | -2%
COc1ccc(-c2nsc3c(N4CCCC4)ncnc23)cc1 | 1% | -3% | -0.9% | 0.1% | 9% | -20% | -1.3% | 4% | 9%
S=c1[nH]ncn1-c1ccccn1 | 5% | 5% | 0.6% | 0.3% | 10% | -4% | 3.1% | 11% | -8%
O=C(CN1CCN(c2ccccc2)CC1)Nc1ccc(-n2cnnn2)cc1 | -8% | 18% | 2.7% | 3.2% | -7% | -10% | 0.9% | 4% | -1%
CCOc1ccccc1NC(=O)c1ccc(S(=O)(=O)N(C)C)cc1 | -27% | 11% | 7.0% | 0.7% | 2% | 15% | -1.6% | 5% | -3% | Dengue-2 NS5 capping pilot replicate=-2.1
CCC(C)C(NC(=O)C1CCC(C)CC1)C(=O)Nc1cc(OC)ccc1OC (centres undefined) | 4% | 24% | -0.4% | 2.3% | -5% | -18% | -1.8% | 11% | 1%
COc1ccc(-c2cc(C(=O)N3CCOCC3)c3cc(C)ccc3n2)cc1 | -2% | 9% | 2.0% | 0.2% | 4% | 12% | 0.4% | 10% | -2%

Source: PubChem BioAssay
